# Screening results (PubChem BioAssay)
# S3 lipid droplet: qHTS Assay for Lipid Storage Modulators in Drosophila S3 Cells | 0.64% of 320,000 active | Potency in µM for hits, for the others lipid storage change, negative = inhibition, % at the top dose, mostly 46.1 µM | Drosophila S3 cells, BODIPY lipid droplet fluorescence, 18-24 h; cells fed with added oleic acid | AID 2685, 2010; active = well fitted inhibition curve with a large enough effect in the signal ratio, with a control signal flat, not every such curve was filed as active; inconclusive = small, poorly fitted or top-dose-only effect, or effect the other way, or a change in a side signal; the % refers to the signal ratio
#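 Drosophila S3 cells loaded with oleic acid (400 uM, as added) and compounds at several concentrations; lipid droplets imaged by 488-nm laser-scanning cytometry, 500–530 nm intensity and object ratio to cell channel. Percent activity normalized to 20 uM Triacsin C.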
# S3 lipid droplet cell count max: further read-out of S3 lipid droplet, marked with its call; cell number change, %; measured here: cell count max response;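 cells counted by Cell Tracker Red CMTPX staining in the red channel; peak over a dose series mostly up to 46.1 µM; percent activity relative to internal control wells on each plate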
# An asterisk follows results filed as active; i = inactive; u = inconclusive; x = not tested or not shown. % is set by controls: 0 for no effect and ±100 for the full control effect; potency is the fitted concentration of half-maximal effect.
SMILES,S3 lipid droplet,S3 lipid droplet cell count max
Cn1c(NC(=O)COc2ccccc2)cc(=O)n(C)c1=O,-3.8%,x
COC(=O)c1ccc(SCC(=O)NC2CCCCC2)c([N+](=O)[O-])c1,u,x
CC(=O)c1cc2c(cc1NC(=O)CSc1nc3ccccc3o1)OCO2,u,x
CN(CC(=O)NCCCc1ccccc1)S(=O)(=O)c1ccc(Br)cc1,u,x
C/C(=N\NC(=O)c1cc2ccccc2cc1O)c1cc2ccccc2o1,0.1%,8.5
C=C(C)C(=O)Nc1cccc(C2=NOC3(C2)C[C@H](C(N)=O)N(C(=O)c2ccccc2)C3)c1 (some centres undefined),u,x
C=CCNc1nc2c3ccccc3n(C(C)=O)c2s1,13.4%,-18.0
CN(CC(=O)Nc1ccccc1Cl)C(=O)COC(=O)c1cnccn1,u,x
C=CC(C)(C)O[C@@H]1O[C@H](CO)[C@@H](O)[C@H](O)[C@H]1O,-2.8%,-16.6
COc1cc(CNCCN2CCOCC2)ccc1OCC(=O)NC(C)(C)C,u,x

# Compound profiles, from the list above.
# Listed for `CC(=O)c1cc2c(cc1NC(=O)CSc1nc3ccccc3o1)OCO2` = S3 lipid droplet = u; S3 lipid droplet cell count max = x
# Listed for `COC(=O)c1ccc(SCC(=O)NC2CCCCC2)c([N+](=O)[O-])c1` = S3 lipid droplet = u; S3 lipid droplet cell count max = x
# Listed for `C=CC(C)(C)O[C@@H]1O[C@H](CO)[C@@H](O)[C@H](O)[C@H]1O` = S3 lipid droplet = -2.8%; S3 lipid droplet cell count max = -16.6

# Remaining list, next part.
SMILES,S3 lipid droplet,S3 lipid droplet cell count max
Cc1ccc(C(=O)NCC(=O)OCCCn2c(=O)[nH]c3ccccc32)cc1,u,x
Cc1ccc(N2C(=O)C3CCCN3C2=S)cc1C (centres undefined),u,x
CSc1ccc(CN(C)C(=O)C23CC4CC(CC(Cl)(C4)C2)C3)cc1,10.8%,2.1
Cc1ccc(OC(=O)COc2ccccc2C)c(-n2nc3ccccc3n2)c1,4.0%,6.6
CCN1CCN(C(=O)c2ccccc2Nc2ccc(SC(F)F)cc2)CC1,-22.4%,x
O=C(O)C1C2C=CC(C2)C1C(=O)NCCCN1CCOCC1 (centres undefined),u,x
O=C(O)C(Cc1ccccc1)N1C(=O)c2ccccc2C1=O (centres undefined),u,x
O=[N+]([O-])c1ccc(S(=O)(=O)NCCN2CCOCC2)cc1,-2.9%,17.1
COc1ccc([N+](=O)[O-])cc1NC(=O)c1cccs1,10.1%,x
Cc1ccc([N+](=O)[O-])cc1NC(=S)NC(=O)c1ccco1,12.6%,0.6
Nc1ncc2c(n1)-c1ccoc1CC2,u,x
COc1ccc(COc2cc(-c3cccc(OC)c3)nc3ccc(N)cc23)cc1,u,x
O=C(NCc1cn2ccccc2n1)c1ccc(Br)o1,u,x
O=C(c1ccccn1)N(c1ccccc1)C1(C(=O)NC2CCCCC2)CCCCC1,u,x
COc1cc(/C=C/C(=O)O)cc(S(=O)(=O)NCCO)c1OC,-2.0%,-11.7
Cc1ccccc1/C=C/c1nc2ccccc2c(=O)n1Cc1ccccc1,u,x
O=C(Nc1nccs1)c1cccc(S(=O)(=O)N2CCCC2)c1,u,x
CCOc1ccccc1NC(=O)NC(=O)N(C)S(=O)(=O)c1ccc(C)cc1,u,x
Cc1ccc(NC(=O)C2C3CCCCC32)cc1[N+](=O)[O-] (centres undefined),u,x
COC(=O)c1cccc(NC(=O)/C=C/c2ccc3c(c2)OCO3)c1,12.6%,x
O=Cc1ccc2cccnc2n1,u,x
COc1ccc(CC(=O)OCC(=O)Nc2cc(S(=O)(=O)N3CCOCC3)ccc2N2CCCC2)cc1,u,x
CCOc1ccc(C(=O)NCC(=O)NC(C)c2ccc(-n3ccnc3)cc2)cc1OCC (centres undefined),u,x
Cc1ccnc(NC(=O)c2cc([N+](=O)[O-])cc([N+](=O)[O-])c2)c1,u,x
CCCNC(=O)Nc1ccc2c(c1)N(C)C(=O)c1ccccc1S2,u,x
CC(Sc1nnc(-c2cccs2)n1Cc1ccccc1)C(=O)NCc1ccc2c(c1)OCO2 (centres undefined),u,x
Cc1ccsc1-c1n[nH]c(=S)n1CC(C)C,i,5.3
CCC1CCCCN1CCCNC(=O)c1cn(C)c2ccc(S(=O)(=O)N3CCOCC3)cc2c1=O (centres undefined),i,5.7
C#Cc1ccc([C@@H]2C=C(C(=O)N3CCN(Cc4ccc5c(c4)OCO5)CC3)O[C@H](OCC)[C@H]2CCCO)cc1,i,-27.6
O=C(c1cc(-c2ccc(O)cc2)on1)N1CCN(c2ccc(F)cc2)CC1,5.9%,-16.1
CC1CC(C)CN(S(=O)(=O)c2ccc(NC(=O)C3CSC4(C)CCC(=O)N34)cc2)C1 (centres undefined),i,x
Cc1ccc(-c2ccnc3c(Br)c(C)nn23)cc1,u,x
CCCNC(=O)Cn1c(=O)oc2ccccc21,-12.8%,-17.0
CC1CC(C)CN(C(=O)c2cccc(N3C(=O)c4ccccc4C3=O)c2)C1 (centres undefined),i,-20.6
O=C1CCCC2=C1C(Cc1ccccc1)C1=C(CCCC1=O)O2,u,x
Cc1noc(C)c1S(=O)(=O)N1CCC(C(=O)N2CCN(Cc3ccc4c(c3)OCO4)CC2)CC1,i,x
CCn1cc(CNC(=O)NC2CCCCC2)c(C)n1,1.6%,2.6
CCOc1cc(/C=N\NC(=O)c2c(C)nc3ccccn23)ccc1O,14.6%,4.7
Cc1ccc(S(=O)(=O)c2c[nH]c3ccc(Cl)cc3c2=O)cc1,i,9.0
Cc1cc(C)c(S(=O)(=O)Nc2ccccc2C(=O)N2CCCC2)c(C)c1,u,x
COc1ccc(N(CC(O)CN2CCOCC2)S(=O)(=O)c2ccccc2)cc1 (centres undefined),u,x
COc1ccc2[nH]c(O)c(N=NC(=O)c3ccc(NS(=O)(=O)c4cccs4)cc3)c2c1,10.8%,16.8
CC1=C(C#N)C(=O)NC(=O)/C1=C\c1ccc(-c2cc(C)c(C)cc2[N+](=O)[O-])o1,u,x
CCCc1cc(=O)[nH]c(SCc2cccc(C)c2)n1,u,x
Cc1ccc2nc(NC(=O)c3ccc(NS(=O)(=O)c4cccs4)cc3)sc2c1,-10.5%,x
CCCc1nn(C)c(C(=O)Nc2ccc3ccccc3c2)c1Cl,u,x
Cc1ccc(NC(=O)C2CCN(S(=O)(=O)c3cccs3)CC2)c(O)c1,u,x
CCCOc1ccc2oc(=O)c3c(c2c1)CCCN3C(=O)CN(C)Cc1ccccc1,u,x
Cc1n[nH]c(=O)c2c(NC(=O)CSc3nnc(C4CC4)n3C)oc(C)c12,u,x
CC(C)(CO)NC12CC3CC(CC(C3)C1)C2,0.058µM*,-20.6*

# Next section:
SMILES,S3 lipid droplet,S3 lipid droplet cell count max
Cc1ccn2c(NC(=O)c3cccs3)c(-c3ccccc3)nc2c1,9.7%,6.5
Cc1cc(C)cc(NC(=O)Cn2ncn3c(cc4ccccc43)c2=O)c1,0.1%,8.9
O=C(CSc1nnnn1Cc1ccccc1)N1CCN(c2ccccc2)CC1,i,x
CCOC(=O)CNC(=O)Cn1cnc2sc(C)c(S(=O)(=O)N3CCC(C)CC3)c2c1=O,5.2%,0.0
Cc1cccc(-c2nc3ccccc3c3nncn23)c1,u,x
Cc1ccc(O)c(-c2cc3ccccc3[nH]2)c1,u,x
CC(=O)Nc1ccc(NS(=O)(=O)c2cc(C)sc2C)cc1,10.2%,-17.8
CCCCc1c(O)c2ccccc2[nH]c1=O,2.9%,-2.9
CC(=O)c1ccc(OCc2cc(C(=O)N3CCCCCCC3)no2)cc1,i,5.4
O=C1OC2(CCCCC2)OC(=O)C1=CNc1nc2ccccc2s1,u,x
CC(C)(C)NC(=O)Cn1c(SCC(=O)NC2CCCC2)nc2ccccc21,6.9%,-2.9
CCOC(=O)C1CCN(C(=O)COC(=O)c2oc3ccccc3c2C)CC1,u,x
CCOC(=O)c1[nH]c2cc3c(cc2c1NC(=O)CN1CCCCC1C)OCO3 (centres undefined),-3.5%,-10.3
COC(=O)c1sc2nc(C)nc(SCC(=O)N3CCC(C(=O)O)CC3)c2c1C,u,x
Cn1c(SCC(=O)NCc2ccc3c(c2)OCO3)nnc1-c1cccs1,6.6%,-7.6
CCOC(=O)N1CCC(N2CCN(Cc3ccc(C)o3)C(CCO)C2)CC1 (centres undefined),u,x
COc1cc(C[C@H](C)[C@H](C)Cc2ccc3c(c2)OCO3)ccc1O,u,x
CC1=C(C(=O)OCc2ccccc2)N2C(=O)[C@@H](NC(=O)COc3ccccc3)[C@H]2SC1,u,x
COc1cccc2cc(C(=O)NCc3ccc(F)cc3)c(=N)oc12,u,x
CC1(C)N([O-])C2=C(c3ccccc3C2=O)[N+](=O)C1(C)C,u,x
CN1CC(=O)NC1=NC(=O)C12CC3CC(CC(C3)C1)C2,15.9%,17.5
CCOC(=O)Cc1csc(NC(=O)NC2(C(F)(F)F)Oc3ccccc3O2)n1,u,x
O=C(NC1(C(F)(F)F)N=C2SCCN2C1=O)c1cccnc1 (centres undefined),8.2%,3.5
Cc1ccc(NC(=O)C/C(N)=N/OC(=O)Nc2cccc(Cl)c2)cc1,u,x
c1ccc2c(c1)CC(CN1CCNCC1)O2 (centres undefined),u,x
COc1ccc(S(=O)(=O)N(C)c2nc3ccccc3n3c(CC(C)C)nnc23)cc1,u,x
O=C(O)C1CC(c2ccccc2F)=NO1 (centres undefined),u,x
Cc1c(N=C2NN=C(c3c[nH]c4ccccc34)CS2)c(=O)n(-c2ccccc2)n1C,9.2%,17.2
COc1ccccc1N1CCN(C(=O)c2nn(-c3ccccc3OC)c(=O)c3ccccc23)CC1,i,-8.5
CC(=O)Nc1ccc(NC(=O)CSc2nnc(NC(=O)C3CC3)s2)cc1,u,x

# Of the compounds above, these have fluorine:
SMILES,S3 lipid droplet,S3 lipid droplet cell count max
CCN1CCN(C(=O)c2ccccc2Nc2ccc(SC(F)F)cc2)CC1,-22.4%,x
O=C(c1cc(-c2ccc(O)cc2)on1)N1CCN(c2ccc(F)cc2)CC1,5.9%,-16.1
COc1cccc2cc(C(=O)NCc3ccc(F)cc3)c(=N)oc12,u,x
CCOC(=O)Cc1csc(NC(=O)NC2(C(F)(F)F)Oc3ccccc3O2)n1,u,x
O=C(NC1(C(F)(F)F)N=C2SCCN2C1=O)c1cccnc1 (centres undefined),8.2%,3.5
O=C(O)C1CC(c2ccccc2F)=NO1 (centres undefined),u,x

# (listing goes on)
SMILES,S3 lipid droplet,S3 lipid droplet cell count max
CC(C)CCNC(=O)c1nnc(Cc2ccc(Cl)cc2)o1,u,x
c1ccc2c(c1)OCC(CNc1ncnc3nc[nH]c13)O2 (centres undefined),u,x
CC(=O)c1c(C)[nH]c(C(=O)OCC(=O)Nc2cc(S(=O)(=O)N3CCCC3)ccc2Cl)c1C,-12.7%,-6.8
COc1ccc(CNC(=O)CSc2n[nH]c(N)n2)cc1,i,2.6
O=C(NNC(=O)c1sc2ccccc2c1Cl)Nc1ccc(Cl)cc1,u,x
CCC(=O)N(CCc1ccccc1C)Cc1cc2ccc(C)cc2[nH]c1=O,7.9%,-3.4
COc1ccc(N=C2SC(CC(=O)Nc3ccc(F)cc3)C(=O)N2Cc2ccco2)cc1 (centres undefined),u,x
CCC(C)/C(C)=N/Nc1ccc(S(N)(=O)=O)cc1[N+](=O)[O-] (centres undefined),u,x
CCN(C(=O)CSc1nnc(-c2ccc3c(c2)OCO3)o1)C1CCS(=O)(=O)C1 (centres undefined),25.3%,-8.3
COc1ccc2oc(C(=O)OCC(=O)N3CCCCC3)c(C)c2c1,u,x
CCOC(=O)N1CCC(c2cc(=O)n(-c3ccccc3)[nH]2)CC1,-4.7%,-10.8
CC[C@H](NC(=O)c1c(C)c(-c2ccccc2)nc2ccccc12)c1ccccc1,10.6%,6.7
Oc1c(Cl)cc(Cl)cc1/C=N/NC(=S)NC1CC2C=CC1C2 (centres undefined),u,x
C/C(=N/NC(=O)c1ccncc1)c1cc2ccc(O)cc2oc1=O,u,x
CC1CCC2(CC1)NC(=O)N(NC(=O)CCc1c[nH]c3ccccc13)C2=O (centres undefined),u,x
COc1ccc(NC(=O)COC(=O)c2cc(OC)c(OC)c(OC)c2)c([N+](=O)[O-])c1,u,x
CC(Sc1nnc(-c2ccco2)n1N)C(=O)NCC1CCCO1 (centres undefined),u,x
C/C=C(\C)C(=O)NNC(=O)c1sc(-c2ccccc2)nc1C,u,x
Cc1cc(C(=O)COC(=O)c2ccc(O)cc2)c(C)n1CCc1ccc(F)cc1,u,x
CCOC(=O)CSc1nnc(-c2c[nH]c3ccccc23)n1CC,u,x
COc1ccc(NC(=O)C2CCCN(S(=O)(=O)c3ccc(Cl)cc3)C2)cc1OC (centres undefined),u,x
O=C(c1ccc(OC2CCN(Cc3ccc(C(F)(F)F)cc3)CC2)cc1)N1CCCCC1,i,4.3
Cc1ccc(S(=O)(=O)N2CCC(C(=O)Nc3nnc(COc4ccccc4)s3)CC2)cc1,u,x
O=C(CSc1nc2c(c(C(F)(F)F)n1)CCc1ccccc1-2)NCc1ccc(F)cc1,7.4%,3.6
COc1ccc2cc1Oc1ccc(cc1)CC1c3c(cc(OC)c4c3Oc3cc5c(cc3O4)CCNC5C2)CCN1C (centres undefined),u,x
COc1ccc(C2CC(c3cccs3)=Nc3ccccc3S2)cc1 (centres undefined),3.9%,2.6
CN(C)c1ccc(C(=O)Nc2nc3c(s2)CCCC3)cc1,-20.9%,0.4
Cc1oc(-c2cccc(Cl)c2)nc1CS(=O)(=O)CC(=O)NCCN1CCOCC1,u,x

# These rows are one share of the data, so the mix of outcomes need not match the whole.
